H69AR inhibit = growth inhibitors of human H69AR lung tumor cells; H69AR lung tumor viability, ATP luminescence, 72 h; hits give low values; viability, % at 10 µM; 85,000 tested, 6% active;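 active = viability at or below 40%; inactive = viability above 40%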;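 also: multidrug resistant small cell line overexpressing MRP-1 efflux transporter; 100% = mean luminescence of untreated control wells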
IL1B cytotox = toxic to HUVEC cells under IL-1B stimulation | HUVEC cell count loss, Hoechst imaging, IL-1B stimulated | cell count reduction, % at 2 µM | 94,000 tested, 0.41% active;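 active = cell count reduction more than 3 SD above the screen-wide mean, cut at about 70% in these data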;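 also: normalized per plate to untreated control cells as the no-loss baseline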
Pyk2 oligo antag = blocks oligomerization of human Pyk2 in cells; Q293 cells, Pyk2 FERM NanoBiT luminescence; hits give low values; z-score (the deposit names both 25 µM and 10 µM); Q14289; 99,000 tested, 0.83% active;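 active = Z-score of -3 or lower, scaled per plate to the spread of control and sample wells; inactive = z-score above -3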;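 also: negative z-score means lost luminescence so less FERM oligomerization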
Target sequence (Q14289 whole entry, looked up): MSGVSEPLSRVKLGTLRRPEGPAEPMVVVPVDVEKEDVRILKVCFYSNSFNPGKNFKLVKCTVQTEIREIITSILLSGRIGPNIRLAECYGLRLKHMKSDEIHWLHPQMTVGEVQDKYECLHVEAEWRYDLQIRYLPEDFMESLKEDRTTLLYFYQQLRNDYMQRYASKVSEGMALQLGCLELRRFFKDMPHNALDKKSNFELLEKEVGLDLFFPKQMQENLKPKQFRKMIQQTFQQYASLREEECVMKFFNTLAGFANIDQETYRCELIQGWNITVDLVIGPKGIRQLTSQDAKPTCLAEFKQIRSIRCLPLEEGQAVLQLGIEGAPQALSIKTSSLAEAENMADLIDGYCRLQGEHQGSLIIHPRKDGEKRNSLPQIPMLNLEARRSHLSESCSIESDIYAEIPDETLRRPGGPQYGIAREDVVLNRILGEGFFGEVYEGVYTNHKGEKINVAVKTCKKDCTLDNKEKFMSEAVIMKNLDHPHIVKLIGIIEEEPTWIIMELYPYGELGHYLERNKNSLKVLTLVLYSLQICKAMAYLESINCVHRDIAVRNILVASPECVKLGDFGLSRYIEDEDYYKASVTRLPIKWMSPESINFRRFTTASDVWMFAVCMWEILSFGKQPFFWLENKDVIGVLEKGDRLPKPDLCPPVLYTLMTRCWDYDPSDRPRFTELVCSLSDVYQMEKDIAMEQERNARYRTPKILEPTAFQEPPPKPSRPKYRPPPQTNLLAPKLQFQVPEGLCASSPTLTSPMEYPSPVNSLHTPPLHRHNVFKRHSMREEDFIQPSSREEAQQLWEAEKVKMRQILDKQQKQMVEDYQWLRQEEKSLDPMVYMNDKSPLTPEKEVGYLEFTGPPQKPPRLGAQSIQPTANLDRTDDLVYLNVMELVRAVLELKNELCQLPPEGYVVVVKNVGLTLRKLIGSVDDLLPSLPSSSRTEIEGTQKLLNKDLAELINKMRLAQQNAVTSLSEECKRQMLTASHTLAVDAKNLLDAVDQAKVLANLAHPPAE
Smad3 FoxH1 inh = blocks human Smad3 binding to FoxH1 peptide; TR-FRET Smad3/Dy647-FoxH1 peptide binding, europium anti-His; inhibition, % at 25 µM; 88,000 tested, 0.29% active; AID 630;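 active = compounds that reduce the energy-transfer binding signal between the protein and its labelled peptide by more than half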;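 also: 0% = Smad3 plus labelled peptide maximal FRET and 100% = peptide-only background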
VCAM1 TNFa inh = reduces TNF alpha induced VCAM1 expression in HUVEC. AID 802. HUVEC TNFa-induced VCAM-1 immunofluorescence, high-content imaging. inhibition, % at 2 µM. 95,000 tested, 0.48% active;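 active = inhibition above the batch mean plus 3 SD, with images confirmed as a hit by eye, cut at about 37% in these data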;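 also: 0% = TNF-stimulated DMSO wells and 100% = unstimulated control wells; not every result past the cut was called active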
cytoskel mod = cytoskeleton assembly modification. HUVEC TNFa F-actin phalloidin imaging, high content. 91,000 tested, 0.18% active. inhibition, % at 2 µM. AID 836;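 active = inhibition above the batch mean plus 3 SD and confirmed as a hit by visual image inspection, cut at about 30% in these data, passing the limit was not always enough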; also: strong numbers were not always called active
Lung fibro prol = blocks proliferation of human lung fibroblasts | LL 47 human lung fibroblast viability, ATP luminescence; hits give low values | viability, % at 10 µM | 85,000 tested, 1.1% active | AID 719;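 active = viability at or below 50% in the single dose screen; inactive = viability above 50%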;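 also: compound exposure lasted 72 h before the ATP readout; 100% = median luminescence of untreated cell-only wells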
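material = human LL 47 lung fibroblast cells | dosing = compounds added from tenfold dosing solution, 0.1% DMSO final | timing = overnight cell rest, 72 h compound treatment at 37 °C | measured by = CellTiter-Glo luminescence measuring cellular ATP | evaluation = % viability versus median cells-only luminescence | control set = cell-only wells, no compound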
HUVEC prolif 384 = blocks proliferation of human endothelial cells; HUVEC proliferation, CellTiter-Glo luminescence, 72 h; hits give low values; viability, % at 10 µM (by protocol); 86,000 tested, 1.1% active;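 active = viability at or below 30%; inactive = viability above 30%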;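 also: 100% = median luminescence of DMSO-only cell control wells on each plate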
HUVEC tox TNFa = HUVEC cytotoxicity counter-screen, TNF alpha stimulated | HUVEC TNFalpha-stimulated, Hoechst cell count, imaging | 93,000 tested, 0.17% active | cell count reduction, % at 2 µM | AID 848;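 active = cell count reduction exceeding the screen mean by over 5 SD, scaled to untreated wells per plate, cut at about 78% in these data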;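 also: cells counted after 24 h of TNF alpha exposure following the 1 h pretreatment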
Starred values were filed as active, the others as inactive; / = no result given; [ ] = remark or other dose. A portion of the library; the hit share may differ from the screen's.

Below each SMILES – H69AR inhibit, IL1B cytotox, Pyk2 oligo antag, Smad3 FoxH1 inh, VCAM1 TNFa inh, cytoskel mod, Lung fibro prol, HUVEC prolif 384, HUVEC tox TNFa
COc1cc(C(=O)NCC(c2cccnc2)N2CCN(C)CC2)cc(OC)c1OC (stereo not drawn)
→ 92, 23, -0.1, 6, 18, /, 101, 112, -11
CN=Cc1nc(-c2ccccc2)oc1O
→ 85, -28, 1.2, -12, 6, 5, 95, 99, -5
O=S1(=O)CC(N2CCOCC2)c2ccccc21 (stereo not drawn)
→ 63, 21, 0.42, -2, -5, -20, 99, 100, 16
O=[N+]([O-])c1ccc(Cl)c(C2Nc3cccc4cccc(c34)N2)c1
→ /, -15, 0.54, /, 14, 6, /, /, 10
Cc1ccc(S(=O)(=O)N2CCOCC2)cc1C(=O)NCc1ccc2c(c1)OCO2
→ 91, 8, -0.65, -3, 16, 5, 100, 90, 22
COc1ccccc1N(C)S(=O)(=O)c1ccc(C(=O)N(CC(N)=O)C(C)C)cc1
→ 92, -100, 1.4, -15, 2, -7, 107, 91, -2
O=C(CCN1C(=O)/C(=C\c2ccccc2Cl)SC1=S)N1CCN(c2ccccc2)CC1
→ /, -16, 0.04, /, 5, 8, /, /, 5
NNc1ncnc2c1cnn2-c1ccccc1
→ 20*, -3, -0.74, 15, 4, 17, 91, 73, -3
CCOc1cc(C(=O)NCCN2CCOCC2)cc(OCC)c1OCC
→ 87, 22, 1.1, 5, 3, -7, 102, 96, -9
CC(=O)c1c(C)n(CCO)c2ccc(O)cc12
→ 90, -14, 0.75, 5, 15, 6, 99, 93, -6
CCSc1nnc2c(n1)OC(c1ccc(C(=O)O)cc1)N(C(C)=O)c1ccccc1-2 (stereo not drawn)
→ 99, /, /, 7, /, /, 94, 95, /
c1coc(CNc2nc3ccccc3n2CCN2CCOCC2)c1
→ 91, 2, 1.8, 5, 13, -28, 93, 101, 16
Cc1cc2nc(C3CCN(Cc4nnnn4Cc4ccccc4)CC3)[nH]c2cc1C
→ /, -27, -0.92, /, 12, 4, /, /, -10
CCCCNC(=O)C1CC(c2cccc([N+](=O)[O-])c2)=NO1 (stereo not drawn)
→ /, 1, /, /, 11, 11, /, /, -14
O=S(=O)(c1ccccc1)N1N=C(c2cccs2)CC1c1ccc(Br)cc1 (stereo not drawn)
→ /, 12, -1, /, -6, -6, /, /, 17
CC1(C)Cc2c(ccc3ccccc23)/C(=C/C(=O)N2CCCCC2)N1
→ 79, -5, -0.19, -4, 12, -15, 90, 96, -9
CCCCN(CC)c1nc(-c2ccncc2)nc2ccccc12
→ 20*, -4, -1.9, -3, -7, 0, 79, 56, -18
Nc1n[nH]c(S(=O)(=O)CCCc2ccccc2)n1
→ 101, -51, 1, 2, -2, -35, 100, 85, -13
CCC(=O)n1nc(NCc2ccc(OC)c(OC)c2)nc1NCc1ccc(OC)c(OC)c1
→ 77, 9, 0.13, 6, 16, 11, 97, 97, -24
O=C(CSCCNS(=O)(=O)c1ccccc1)Nc1ccccc1
→ 103, -2, 3.6, 8, 12, 6, 99, 98, -37
Cc1noc(NS(=O)(=O)c2ccc(NC(=O)CSc3n[nH]c(-c4ccccc4)n3)cc2)c1C
→ 86, -12, 2.8, 4, 16, 14, 101, 98, -11
CC(C)c1nnc(NC(=O)c2c(O)c3cccc4c3n(c2=O)CCC4)s1
→ 34*, 22, -0.72, 37[fluorescence artefact?], 4, 16, 67, 109, -20
O=C(Nc1ccc(Oc2ccccc2)cc1)C1CCCO1 (stereo not drawn)
→ 86, -20, 0.25, -2, 9, 1, /, 86, -16
Cn1c(NC(=O)CCC2CCCCC2)cc(=O)n(C)c1=O
→ 94, 3, /, 6, 12, 7, 97, 87, -23
CCOCCn1c(=O)c2c(nc3n2CCN3c2ccccc2)n(C)c1=O
→ 86, /, /, -2, /, /, 89, 110, /
COc1ccc(C2c3c(oc4ccccc4c3=O)C(=O)N2CC2CCCO2)cc1 (stereo not drawn)
→ 94, -3, -0.98, -8, 0, -7, 87, 83, 26
CCc1cccc(C)c1NC(=O)C1CCCO1 (stereo not drawn)
→ 97, /, 1, 6, /, /, 95, 93, /
O=C(NCc1ccccc1)N[C@@H](Cc1ccccc1)C(=O)O
→ 100, -5, 0.97, 2, -4, 4, 97, 101, -21
S=C(c1ccccc1)N(c1ccccc1)c1ccccc1
→ /, 2, -2, /, -22, -13, /, /, /
Cc1ccc(S(=O)(=O)N2C(=S)SCC2(C)C)cc1
→ 89, -17, /, 9, 11, 11, 100, 105, -28
Cc1ccc(S(=O)(=O)CC(=O)NC(C)(C)C)cc1
→ 98, 13, -0.29, 0, -7, -16, 86, 92, -3
OCCN(CCO)CC(O)Cn1c2ccccc2c2ccccc21 (stereo not drawn)
→ 99, 16, 0.62, -1, 25, -10, 101, 84, -24
Cc1cc(C)cc(Oc2ccccc2C=O)c1
→ /, 22, -0.46, /, 7, 29, /, /, -30
Cn1c(SCC(=O)Nc2cccc(Br)c2)nnc1-c1cc2ccccc2o1
→ 97, -20, -0.05, -409[fluorescence artefact?], 9, -16, 57, 92, -5
Cc1nc2ccc(NC(=O)c3cccs3)cc2c(=O)n1Cc1ccc(Cl)cc1
→ /, -55, 0.83, /, 17, -29, /, /, 12
CCOC(=O)c1[nH]c2ccc(OC)cc2c1NC(=O)C(C)N1CCSCC1 (stereo not drawn)
→ 71, -7, /, 37[fluorescence artefact?], 25, -11, 99, 84, -11
CCCOc1ccccc1NC(=O)/C=C/C(N)=O
→ 2.1*, /, 0.34, -3, -10, 8, 60, 86, -47
O=C1CCCC2=C1C(c1ccco1)Nc1ccc(C(=O)c3ccccc3)cc1N2 (stereo not drawn)
→ 13*, 0, -0.87, 6, -18, 2, 84, 68, -40
Cc1ccc2c(c1)C(CCN)C(=O)N2Cc1ccccc1 (stereo not drawn)
→ 100, 18, 1.1, 1, 12, -3, 103, 80, 11
COc1ccc(Br)cc1/C=N/n1c(C)nnc1C
→ 28*, 2, -0.67, 3, 23, -30, 96, 111, 18
COC(=O)[C@@H](NC(=O)Nc1ccc(OC(F)(F)F)cc1)C(C)C
→ 100, -39, -0.01, 7, 0, 8, 102, 98, -5
O=C(Nc1cccc(F)c1)c1ccc(S(=O)(=O)NCC2CCCO2)cc1 (stereo not drawn)
→ 94, -14, 0.07, 8, 7, 12, 98, 97, -22
CCOC(=O)c1nnn(-c2nonc2N)c1COc1ccc(F)cc1
→ 96, 11, -0.58, -6, -17, 1, 109, 93, -2
COc1ccc(CC(=O)NCc2nnc(SCC(=O)Nc3nccs3)n2-c2ccccc2)cc1
→ 90, -3, /, 3, 10, -7, 94, 88, -11
COc1ccccc1N1CC(O)=C(c2nc3ccccc3c(=O)[nH]2)C1=N
→ 59, -24, -0.52, 6, 10, -10, 100, 93, 9
O=S(=O)(c1ccc(S(=O)(=O)N(Cc2ccco2)Cc2ccccc2Cl)cc1)N1CCCC1
→ 79, -11, 0.21, -4, 19, -5, 90, 65, 8
CN1CCc2nc(NC(=O)c3cccc(S(=O)(=O)N4CCc5ccccc54)c3)sc2C1
→ 74, 14, -0.75, 6, 14, 0, 88, 59, -45
COc1ccc(NC(=O)/C(=C\c2ccc(OS(=O)(=O)c3ccc(C)cc3)cc2)NC(=O)c2ccccc2)cc1
→ 82, 0, -0.22, -16, -8, -3, 97, 102, 2
Cc1cc(=O)[nH]c2c1c(C)nn2C1CCCC1
→ 107, 6, 0.11, -17, 18, 0, 99, 89, -12
Cn1cnnc1SCc1ccc(F)c2ccccc12
→ 94, 5, 0.03, 8[fluorescence artefact?], -20, -33, 101, 93, 4

Part of the list above with just IL1B cytotox and cytoskel mod:
compound,IL1B cytotox,cytoskel mod
O=C1CCCC2=C1C(c1ccco1)Nc1ccc(C(=O)c3ccccc3)cc1N2 (stereo not drawn),0,2
Cc1ccc2c(c1)C(CCN)C(=O)N2Cc1ccccc1 (stereo not drawn),18,-3
COc1ccc(Br)cc1/C=N/n1c(C)nnc1C,2,-30
COC(=O)[C@@H](NC(=O)Nc1ccc(OC(F)(F)F)cc1)C(C)C,-39,8

Whole records as entered above.
O=C(NCc1ccccc1)N[C@@H](Cc1ccccc1)C(=O)O as listed: H69AR inhibit: 100; IL1B cytotox: -5; Pyk2 oligo antag: 0.97; Smad3 FoxH1 inh: 2; VCAM1 TNFa inh: -4; cytoskel mod: 4; Lung fibro prol: 97; HUVEC prolif 384: 101; HUVEC tox TNFa: -21
NNc1ncnc2c1cnn2-c1ccccc1 as listed: H69AR inhibit: 20*; IL1B cytotox: -3; Pyk2 oligo antag: -0.74; Smad3 FoxH1 inh: 15; VCAM1 TNFa inh: 4; cytoskel mod: 17; Lung fibro prol: 91; HUVEC prolif 384: 73; HUVEC tox TNFa: -3
Cc1noc(NS(=O)(=O)c2ccc(NC(=O)CSc3n[nH]c(-c4ccccc4)n3)cc2)c1C as listed: H69AR inhibit: 86; IL1B cytotox: -12; Pyk2 oligo antag: 2.8; Smad3 FoxH1 inh: 4; VCAM1 TNFa inh: 16; cytoskel mod: 14; Lung fibro prol: 101; HUVEC prolif 384: 98; HUVEC tox TNFa: -11

Source: PubChem
